RAD54 inh: inhibitors of human RAD54 branch migration; RAD54 Holliday junction branch migration, FAM/BHQ fluorescence; inhibition, % at 10.4 µM; 360,000 tested, 0.14% active;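 active = mean normalized replicate activity at least 40 and at least half of replicates scoring 40 or more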;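 note: 0% = median of neutral control wells and 100% = median of positive control wells; inhibitors cause a drop in the FAM fluorescence signal; in these data hits start at about 50%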
Target sequence (Q92698 whole entry, looked up): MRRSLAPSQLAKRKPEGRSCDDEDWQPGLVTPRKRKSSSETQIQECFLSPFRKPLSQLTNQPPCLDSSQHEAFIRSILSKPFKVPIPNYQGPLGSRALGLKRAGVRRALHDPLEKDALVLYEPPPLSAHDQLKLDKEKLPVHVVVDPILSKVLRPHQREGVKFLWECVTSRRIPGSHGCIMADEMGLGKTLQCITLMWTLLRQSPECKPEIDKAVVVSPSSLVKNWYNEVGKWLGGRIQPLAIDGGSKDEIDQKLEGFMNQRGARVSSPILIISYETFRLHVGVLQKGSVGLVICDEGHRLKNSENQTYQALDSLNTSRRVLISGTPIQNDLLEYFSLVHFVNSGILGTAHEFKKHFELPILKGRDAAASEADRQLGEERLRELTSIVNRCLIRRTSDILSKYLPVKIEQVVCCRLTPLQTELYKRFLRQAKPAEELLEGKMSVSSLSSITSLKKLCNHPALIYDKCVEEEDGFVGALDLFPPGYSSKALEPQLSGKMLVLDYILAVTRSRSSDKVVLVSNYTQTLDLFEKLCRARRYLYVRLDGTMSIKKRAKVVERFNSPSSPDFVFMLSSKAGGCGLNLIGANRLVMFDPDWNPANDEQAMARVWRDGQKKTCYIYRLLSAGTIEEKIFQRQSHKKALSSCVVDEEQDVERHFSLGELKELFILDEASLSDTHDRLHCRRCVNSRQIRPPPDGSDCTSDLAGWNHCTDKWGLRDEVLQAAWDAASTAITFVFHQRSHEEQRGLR
An asterisk follows results filed as active.

The opening 3 records, ahead of the listing:
SMILES | RAD54 inh
Cc1oc(-c2ccccc2)cc1C(=O)Nc1cccc2ccccc12 | 3.2
COc1cc(OC)c2c(c1)C(=O)OC2 | -3.5
CC1CC1C(=O)NCCc1ccc(Cl)cc1 (centres undefined) | -9.0

Main list, repeating the preview:
SMILES | RAD54 inh
Cc1oc(-c2ccccc2)cc1C(=O)Nc1cccc2ccccc12 | 3.2
COc1cc(OC)c2c(c1)C(=O)OC2 | -3.5
CC1CC1C(=O)NCCc1ccc(Cl)cc1 (centres undefined) | -9.0
COc1ccc(N(C(=O)CNC(=O)c2ccco2)C(C(=O)NC2CCCCC2)c2ccco2)cc1 (centres undefined) | 5.6
COc1ccc(C(=O)COC(=O)CN2CC(=O)Oc3ccccc32)cc1Br | 3.3
COc1ccc(S(=O)(=O)N2CCC(=O)N2)cc1 | -1.6
CN(C)N1C(N)=C(C#N)C(c2cccnc2)C2=C1CCCC2=O (centres undefined) | -6.2
O=C(Cc1ccccc1F)Nc1nc(-c2cccs2)cs1 | -4.2
Fc1ccc(-c2csc3[n+]2CCS3)cc1 | -1.7
CNC(=O)c1cc2cc(OC)ccc2n1CCN(Cc1ccccc1)Cc1ccccc1 | -6.1
COC(=O)c1cn(CC(=O)N2CCCCC2C)c2ccccc12 (centres undefined) | 1.2
CCOc1cc(NC(=S)NCC2CCCO2)c(OCC)cc1NC(=O)c1ccccc1C (centres undefined) | -23.6
CCc1nnc(NC(=O)c2cc3ccccc3oc2=O)s1 | 8.0
CCNc1nc(Sc2ccc(C)cc2)cc(C(F)(F)F)n1 | 1.7
COc1ccc(C2C(C(=O)NCCN3CCOCC3)c3ccccc3C(=O)N2C)cc1OC (centres undefined) | -1.6
c1ccc(-c2c(-c3ccccc3)n(Cc3ccco3)c3ncnc(NCCCn4ccnc4)c23)cc1 | 6.5
COc1ccc(C(=O)COC(=O)C(CCSC)NS(=O)(=O)c2ccc(Cl)cc2)cc1 (centres undefined) | -9.4
CNC(=O)CN(c1ccc(C(C)C)cc1)S(C)(=O)=O | 0.9
CSCCC(NC(=O)C12CC3CC(CC(C3)C1)C2)C(=O)OCC(=O)c1ccc(Cl)cc1 (centres undefined) | 0.5
O=C(CS(=O)c1ccc(C(F)(F)F)cc1[N+](=O)[O-])Oc1ccccc1 (centres undefined) | 0.6

Random excerpt: 5 entries already listed.
SMILES | RAD54 inh
COC(=O)c1cn(CC(=O)N2CCCCC2C)c2ccccc12 (centres undefined) | 1.2
COc1cc(OC)c2c(c1)C(=O)OC2 | -3.5
COc1ccc(N(C(=O)CNC(=O)c2ccco2)C(C(=O)NC2CCCCC2)c2ccco2)cc1 (centres undefined) | 5.6
c1ccc(-c2c(-c3ccccc3)n(Cc3ccco3)c3ncnc(NCCCn4ccnc4)c23)cc1 | 6.5
CNC(=O)CN(c1ccc(C(C)C)cc1)S(C)(=O)=O | 0.9

More compounds follow:
SMILES | RAD54 inh
Cc1cc(=O)n2nc(N3CCCC(C(=O)NC(C)c4ccccc4)C3)sc2n1 (centres undefined) | -8.2
COc1ccc(NC(=O)C(=O)NCCN2CCN(C(=O)c3cccs3)CC2)cc1 | 9.8
O=C1NC(c2ccccc2)=C(c2nc3ccccc3s2)C(c2ccc(F)cc2)N1 (centres undefined) | -5.6
CCc1ccc(C(=O)N2CCC(c3nc4ccccc4s3)CC2)cc1 | -3.1
Nc1nc2ccc(Oc3ccccc3)cc2s1 | 0.6
CCN(CC)c1ccc(NC(=O)c2cncc(Br)c2)cc1 | -0.5
NC(=O)CSCc1cccc(Br)c1 | -0.8
Cc1ccc(OCCn2cnc3c(N)ncnc32)cc1 | -3.6
CCC(C)(C(=O)NC1CCCC1)N(C(=O)CC1NC(=O)NC1=O)c1ccc(C)cc1 (centres undefined) | 2.5
Cc1ccc(-c2nc(SCC(=O)Nc3cc(S(=O)(=O)N4CCCCC4)ccc3Cl)n[nH]2)cc1 | 8.7
CCN(CC)S(=O)(=O)c1ccc2c(c1)c(=O)c(C(=O)NCc1cccs1)cn2C | -1.3
COCCNCCCOc1ccc(Br)cc1Cl | 2.1
COC(=O)C(NC(=O)c1ccc(F)cc1)(Nc1nc(C)cs1)C(F)(F)F (centres undefined) | -6.3
O=C(OC[C@@H]1CCCN2CCCC[C@H]12)c1cc2ccccc2oc1=O | 3.6
COCCn1c(SCC(=O)Nc2cc(C)on2)nnc1-c1ccco1 | -2.1
O=C(CCN1C(=O)c2ccc([N+](=O)[O-])cc2C1=O)Nc1cccc(O)c1 | 2.7
COC(=O)Cn1cnc2ccccc2c1=O | -2.4
COc1ccc(NC(=O)CCN2CCCCCC2)cc1 | 0.7
COc1ccc(Cn2nnnc2C(c2ccccc2Cl)N2CCC(C(N)=O)CC2)cc1 (centres undefined) | -5.5
O=[N+]([O-])c1c(Nc2ccccc2)ccc2nonc12 | -2.0
C(=N\N1CCN(Cc2ccccc2)CC1)/c1cccs1 | -0.9
CCCCN1CCc2[nH]c(=S)[nH]c(=O)c2C1 | -5.3
COc1ccc(Cn2cccc(NC(=O)Nc3cccc(C#N)c3)c2=O)cc1 | 1.8
O=C(NCc1ccccc1)c1cccc(COc2ccc(Cl)cc2)c1 | -1.4
COc1ccc(C(=O)Nc2nnc(C(F)(F)F)s2)cc1 | -5.5
O=C(CSc1nc2ccccc2o1)Nc1ccc(Cl)cc1 | -6.6
CCc1ccccc1NC(=O)CSc1nnc(-c2ccco2)n1N | 5.5
CN1CCc2c(c3c(n2C)CCN(C)C3c2ccc(F)cc2)C1c1ccc(F)cc1 (centres undefined) | -1.3
CC1CCCCC1NC(=O)COn1nnc2ccc(Cl)cc21 (centres undefined) | 2.1
O=C(Cn1cnc2c(cnn2-c2ccc(Cl)cc2)c1=O)NCCc1ccccc1 | -12.2
O=C(Nn1c(Cc2cccs2)nc2ccccc2c1=O)c1ccc(F)c(F)c1 | -1.8
COC(=O)CSc1nnc(C)n1-c1cccc(OC)c1 | -3.9
OC1CCN(c2ncnc3c2nnn3Cc2c(F)cccc2Cl)CC1 | 13.4
Cc1ccc(C(=O)NCCNS(=O)(=O)c2ccccc2)cc1 | -1.0
CCN(CC)CCn1c(NCc2ccc(OC)cc2)nc2ccccc21 | -0.5
CN(CCOc1ccccc1)c1ccc(S(=O)(=O)N2CCCCC2)cn1 | 3.1
Cc1cc(C)nc(SCc2cc(=O)c(OC(=O)c3ccc(S(=O)(=O)N(C)C)cc3)co2)n1 | 8.2
Cc1cccc(NC(=O)Cn2c(=O)oc3ccccc32)c1 | -3.7
O=C(COC(=O)c1cnccn1)c1ccccc1 | -5.2
Cc1ccccc1NC(=O)CC1(c2ccc(N(C)C)cc2)C(=O)c2ccccc2C1=O | -12.1
C/C(N)=C(/C#N)C(=O)COc1ncnc2ccccc12 | -0.9
CCCn1nnnc1SCC(=O)N1CCCC1 | 0.4
CCOC(=O)c1cccc(NC(=O)CN(c2ccc(C)cc2)S(=O)(=O)c2c(C)noc2C)c1 | -8.8
COCCCNCCOCCOc1ccc(C)cc1Br | 5.9
COc1cccc(NS(=O)(=O)c2cc(C)sc2C)c1 | -2.8
CCc1nnc(NC(=O)CSc2nnc(COc3ccc(C#N)cc3)n2-c2ccccc2)s1 | 4.6
Cc1cc(C(=O)NC(C)C)on1 | 0.4
CC(C)CSc1nc2c(c(=O)[nH]c(=O)n2C)n1CC(O)COc1cccc2ccccc12 (centres undefined) | -10.7
O=C(CSc1nc2ccc(S(=O)(=O)N3CCOCC3)cc2[nH]1)N1CCOCC1 | -9.2
Cc1cccc(N(CC(=O)Nc2ccc(-c3nc4ccc(C)cc4s3)cc2)S(C)(=O)=O)c1 | -6.3
Additional results
SMILES | RAD54 inh
COc1cccc(C(=O)Oc2cc(-c3ccccc3)no2)c1 | -1.6
COC(=O)/C(=C/Nc1ccc(O)cc1)[N+](=O)[O-] | -7.6
COc1cccc(NC(=O)N2CCCC(C(=O)NCc3ccc(F)cc3)C2)c1 (centres undefined) | 1.1
CCN(CC#CCC1(O)c2ccccc2-c2ccccc21)C(C)C | -4.5
CCCCNC(=O)Nc1c(C(=O)OC)[nH]c2ccc(C)cc12 | -3.8
O=C(COc1ccc(Cl)cc1)NCc1nnc(SCC(=O)NC2CCCC2)o1 | 3.2
COc1ccc(CCn2c(N3CCN(C)CC3)nc3c2c(=O)[nH]c(=O)n3C)cc1 | 5.0
c1ccc(CSc2nnc3c(n2)OC(c2ccco2)Nc2ccccc2-3)cc1 (centres undefined) | -0.5
Cc1csc(SCc2nc3sc4c(c3c(=O)[nH]2)CCC4)n1 | -4.5
O=C(Nc1c(F)c(F)c(F)c(F)c1F)NC1CCCCC1 | -1.2
COc1ccc(N2CCN(CC(O)COc3ccc4c(c3)CCC4)CC2)cc1 (centres undefined) | -4.6
CCOC(=O)Cn1c(=N)n(CCOc2cccc(C)c2)c2ccccc21 | -0.1
CC(C)COc1ccc(CNC(=S)N/N=C/c2ccc([N+](=O)[O-])cc2)cc1 | 6.4
O=C(CN1N=C(C(F)(F)F)CC1(O)c1ccc([N+](=O)[O-])cc1)c1ccccc1 (centres undefined) | 1.4
Cc1ccc(S(=O)(=O)NNC(=O)CCC(=O)Nc2ccc(C)c(C)c2)cc1 | -4.1
CN(C)c1cccc(C(=O)Nc2cccc(F)c2)c1 | 7.9
CCC1Oc2ccccc2N(CC(=O)NCCc2ccc(OC)c(OC)c2)C1=O (centres undefined) | -0.3
CCOC(=O)CCCNc1ccc([N+](=O)[O-])cc1[N+](=O)[O-] | -3.3
Cc1ccc(OCC(=O)N/N=C\c2c(C)n(C)c3ccccc23)c([N+](=O)[O-])c1 | -0.5
Clc1ccc(Cl)c2sc(N3CCCC3)nc12 | 3.1
O=C(C1CCCN(S(=O)(=O)c2ccccc2)C1)N1CCCc2ccccc21 (centres undefined) | -4.7
COc1ccc(N2CC(C(=O)Nc3nccs3)CC2=O)cc1 (centres undefined) | 3.9
Cc1nn(-c2ccccc2)c(N2CCCC2)c1/C=N/NC(=S)Nc1cc(C(F)(F)F)ccc1Cl | 2.0
CCN(CCCNC(=O)c1[nH]c(C)c(C(C)=O)c1C)c1ccccc1 | -3.2
CNC(=S)NNC(=O)c1cccn(Cc2cccc(Cl)c2)c1=O | 6.0
C=CCNC(=O)c1ccc(-c2nc(-c3ccc(Cl)c(Cl)c3)cs2)cc1 | 0.0
Clc1cc(Cl)c2nc(N3CCCC3)sc2c1 | 1.7
Cc1ccc(C(=O)Nc2sc3c(c2C#N)CCCCC3)cc1C | -9.1
COc1cccc(CNC(=O)CCCNS(=O)(=O)c2cccs2)c1 | -2.9
CC(=O)Nc1nc(C)nc(-c2ccccc2)c1C(C)=O | -3.6

Arranged by molar mass (smallest number first): part of the list above.
SMILES | RAD54 inh
CC(=O)Nc1nc(C)nc(-c2ccccc2)c1C(C)=O | -3.6
Clc1cc(Cl)c2nc(N3CCCC3)sc2c1 | 1.7
CCN(CCCNC(=O)c1[nH]c(C)c(C(C)=O)c1C)c1ccccc1 | -3.2

Further records:
SMILES | RAD54 inh
O=C(Cn1nnc(-c2ccc(Cl)cc2)n1)NC1CCN(Cc2ccccc2)CC1 | -1.5
Cc1cccc(NC(=O)CN2C(=O)CNC2=O)c1 | -3.0
N/C(Cc1ccc(Cl)cc1)=N\OC(=O)c1ccc2ccccc2c1 | -8.2
O=S(=O)(NCc1ccccc1)c1ccc(Cl)c(S(=O)(=O)NCc2ccccc2)c1 | -2.8
CCC(=O)N1CCc2cc(S(=O)(=O)NC(C(=O)NCc3ccc(C)cc3)C(C)C)ccc21 (centres undefined) | 27.6
O=C(CNC(=O)c1ccco1)NCC(=O)OCc1ccc(Cl)cc1 | -2.9
COC(=O)C1C(=O)NC(SC)=C(C#N)C1c1ccccc1 (centres undefined) | -3.9
O=C(/C=C\Nc1ccc2c(c1)OCO2)c1ccccn1 | -15.4
Cc1c(Cl)cccc1NC(=S)N1CCN(Cc2ccccc2)CC1 | -8.1
CN1/C(=C\C(=O)CN2C(=O)NC3(CCCCCC3)C2=O)C(C)(C)c2ccccc21 | -9.7
O=S(=O)(Nc1nc2ccccc2nc1Cl)c1ccc2ccccc2c1 | 2.4
COc1cc(CNc2ccccc2Oc2cc(=O)n(C)c(=O)n2C)cc(OC)c1OC | -7.8
CCN1C(=NCCOC)N[C@@H](c2cccc(F)c2)C(C(=O)OC)=C1C | -4.3
CN(C)S(=O)(=O)c1ccc(S(=O)(=O)N2CCCC2)cc1 | 8.3
CN(C)CCNC(=O)C(C(=O)c1ccc(F)cc1)n1ccccc1=O (centres undefined) | 4.8
Cc1cc(C)c(S(=O)(=O)N2CCCCC2CCNC(=O)C(=O)NC2CC2)c(C)c1 (centres undefined) | -6.6
CCOC(=O)c1c(NC(=O)c2ccoc2C)sc(C)c1C | -0.2
CCN1C(=O)C(Cc2nc3ccccc3c(=O)n2-c2ccccc2)c2ccccc21 (centres undefined) | 5.7
CC1(C)CC(=O)C(C2NCCc3ccccc32)=C(O)C1 (centres undefined) | -10.9
O=S(=O)(c1ccccc1)n1ccc(-c2cnc(-c3ccccc3)s2)n1 | 2.9
CCn1c(SCC(=O)Nc2nc3ccccc3s2)nnc1-c1ccc(Br)cc1 | -3.1
COc1ccc(OCC(=O)NNC(=O)c2cccs2)cc1 | -1.0
COC(=O)c1ccc(NC(=O)CCN2CCCCC2)cc1 | -5.1
Cc1cc(C)c(-c2noc(C(=O)OC(C)(C)C)c2C(=O)OC(C)(C)C)c(C)c1 | -10.2
Cc1ccsc1/C=C/c1ccc2cccc(O)c2n1 | -2.8
O=C(Cc1ccccc1)Nc1nc(=O)c2ccccc2s1 | 5.9
O=C(O)C1CCCCC1C(=O)Nc1cnn(Cc2ccccc2)c1 (centres undefined) | 2.6
COc1cc(C)nc(Oc2ccc(OCCOc3ccc(C)cc3)nn2)n1 | -6.0
Cc1csc2nc(CSc3ccc(Cl)cc3)cn12 | 2.6
O=C(CC1OC(=O)c2ccccc21)NC1CCCCC1 (centres undefined) | 2.8
Cc1nc(NC(C)c2ccccc2)c2oc3ccccc3c2n1 (centres undefined) | 6.4
COC(=O)c1sccc1NC(=O)CN(C)NS(=O)(=O)c1ccc(Cl)cc1 | -1.8
COc1cccc(OC)c1OCCCCN1CCCC1 | -4.6
CCOC(=O)c1ccc(NC(=O)Nc2ccc(F)cc2)cc1 | 0.5
COC(=O)COc1ccc(C2NC(=O)NC(c3ccccc3)=C2C(C)=O)cc1OC (centres undefined) | 16.7
CC(=O)c1cccc(NC(=O)CCOc2ccccc2)c1 | 1.4
CSc1nc2c(c(=O)[nH]1)C(c1ccncc1)C(C(=O)OC(C)C)=C(C)N2 (centres undefined) | -1.5

An excerpt; rates above refer to the full screens.
